TROY NFkB inh = blocks TROY-dependent signaling in reporter cells; 360,000 compounds, 0.98% hits; AID 1347056; inhibition, % at 10 µM; Q293 LMP1-TROYcd NF-kB luciferase reporter, 4 h;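 active = compounds whose plate-normalised and pattern-corrected inhibition of the luciferase reporter signal at the single screening dose is 50% or more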
KKLEB cytotox = reduces viability of KKLEB cystic fibrosis airway cells; KKLEB CF airway cells viability, ATPlite luminescence, overnight; stronger effect = lower value; cells stimulated with P. aeruginosa culture filtrate; activity change (cytotoxicity), % at 5 µM; 360,000 compounds, 0.36% hits; AID 602141;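 active = corrected activity change at or below -50% at 5 µM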
NR2F2 inh = NR2F2 (human) inhibition, primary screen; P24468; HEK293T NGFI-A luciferase reporter, luminescence; inhibition, % at 8.6 µM; 370,000 compounds, 0.7% hits;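 active = inhibition above a per-plate cutoff, mean inhibition of test wells between control levels plus 3 SD, cut at about 38% in these data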;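 also: cells cotransfected with COUP-TFII expression vector driving the NGFI-A reporter; 0% = median of COUP-TF2 test wells and 100% = reporter-only cells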
SRC1 inh = inhibits human SRC1 coactivator; inhibition, % at 3.6 µM; AID 588354; HEK293 GAL4-SRC1 luciferase reporter, luminescence; 360,000 compounds, 0.12% hits;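 active = inhibition above the campaign mean plus 3 SD, with each screening campaign given its own cutoff, cut at about 60% in these data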;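 also: 0% = DMSO treated cells and 100% = gossypol at 36 µM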
Target sequence (Q15788 whole entry, looked up, the tested form may be a part): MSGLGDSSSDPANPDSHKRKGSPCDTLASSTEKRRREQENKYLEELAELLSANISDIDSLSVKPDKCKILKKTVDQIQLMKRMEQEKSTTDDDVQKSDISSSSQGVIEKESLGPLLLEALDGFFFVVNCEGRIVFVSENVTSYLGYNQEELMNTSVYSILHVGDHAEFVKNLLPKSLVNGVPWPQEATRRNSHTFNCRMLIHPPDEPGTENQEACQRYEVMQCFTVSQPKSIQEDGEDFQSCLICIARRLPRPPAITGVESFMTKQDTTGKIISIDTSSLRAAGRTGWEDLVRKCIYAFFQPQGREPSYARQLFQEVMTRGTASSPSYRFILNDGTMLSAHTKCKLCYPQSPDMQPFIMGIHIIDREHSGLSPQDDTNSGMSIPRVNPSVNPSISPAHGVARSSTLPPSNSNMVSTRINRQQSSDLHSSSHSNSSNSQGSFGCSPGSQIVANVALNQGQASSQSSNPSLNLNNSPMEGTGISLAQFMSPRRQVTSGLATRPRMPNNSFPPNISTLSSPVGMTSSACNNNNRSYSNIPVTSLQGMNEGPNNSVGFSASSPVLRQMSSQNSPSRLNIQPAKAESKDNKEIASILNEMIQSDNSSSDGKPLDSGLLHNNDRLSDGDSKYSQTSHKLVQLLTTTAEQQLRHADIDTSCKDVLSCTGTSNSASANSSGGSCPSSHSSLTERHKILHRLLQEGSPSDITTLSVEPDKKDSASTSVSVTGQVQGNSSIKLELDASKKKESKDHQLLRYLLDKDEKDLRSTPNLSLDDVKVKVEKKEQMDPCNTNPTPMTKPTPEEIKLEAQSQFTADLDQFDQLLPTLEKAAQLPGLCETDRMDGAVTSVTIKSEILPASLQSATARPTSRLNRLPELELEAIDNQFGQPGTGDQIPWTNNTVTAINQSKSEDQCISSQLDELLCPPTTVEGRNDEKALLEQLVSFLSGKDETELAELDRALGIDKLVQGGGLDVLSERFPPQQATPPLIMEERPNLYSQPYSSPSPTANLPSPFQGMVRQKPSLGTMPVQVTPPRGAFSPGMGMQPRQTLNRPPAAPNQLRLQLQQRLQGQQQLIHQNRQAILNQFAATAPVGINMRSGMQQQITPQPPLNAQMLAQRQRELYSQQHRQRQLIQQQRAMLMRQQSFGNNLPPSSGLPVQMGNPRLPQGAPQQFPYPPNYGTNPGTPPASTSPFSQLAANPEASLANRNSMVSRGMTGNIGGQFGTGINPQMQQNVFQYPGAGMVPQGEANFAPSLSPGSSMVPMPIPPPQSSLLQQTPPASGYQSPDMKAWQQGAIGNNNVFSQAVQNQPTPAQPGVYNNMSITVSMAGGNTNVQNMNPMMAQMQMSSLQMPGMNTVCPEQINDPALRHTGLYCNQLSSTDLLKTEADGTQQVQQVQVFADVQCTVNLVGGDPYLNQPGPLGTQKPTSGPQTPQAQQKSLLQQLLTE
EBV LMP1 NFkB = inhibitors of Epstein-Barr LMP1-induced NF-kappaB reporter | inhibition, % at 12.5 µM | 350,000 compounds, 0.69% hits | LMP1-induced NF-kappaB luciferase reporter cells, luminescence; in the data active = inhibition above about 41%;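 also: 0% = neutral control wells and 100% = reference inhibitor control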
SRC3 inh = inhibitors of human steroid receptor coactivator 3 (SRC3) | Q9Y6Q9 | HEK293 GAL4-SRC3 luciferase reporter, luminescence | inhibition, % at 3.6 µM | 360,000 compounds, 0.17% hits | AID 588352;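 active = inhibition above a per-campaign cutoff, the mean of all compounds plus 3 SD, cut at about 60% in these data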;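 also: 0% = DMSO-treated cells and 100% = gossypol-treated cells at 36 µM; higher means less SRC3-driven luciferase light from the GAL4 reporter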
C8 TRAIL sens = sensitizes caspase-8 expressing cells to TRAIL; NB7+C8 cells + TRAIL, ATPlite viability luminescence; inhibition (viability loss, TRAIL sensitization), % at 10 µM; 360,000 compounds, 1% hits; AID 624354;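 active = compounds causing at least 50% loss of cell viability in the single-dose screen, relative to plate controls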
LRH-1 inv ag = inverse agonists of human LRH-1 (NR5A2) | O00482 | HEK293T StAR-luciferase reporter, LRH-1 transfected, 24 h | inhibition, % at 3.6 µM | 360,000 compounds, 0.13% hits | AID 602396;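 active = inhibition above the mean inhibition of all tested compounds plus 3 SD, cut at about 73% in these data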;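 also: 0% = DMSO wells and 100% = reporter-only cells lacking LRH-1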
Shn3 inh set2 = inhibitors of Schnurri-3 3'UTR reporter in osteoblasts | Clone20 osteoblast Shn3 3'UTR firefly luciferase, 24 h | inhibition, % at 12.5 µM | 360,000 compounds, 0.52% hits | AID 588674;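 active = mean inhibition of at least 75% with every replicate also reaching 75%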;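 also: 0% = median of neutral control wells and 100% = pilot-screen positive control compound; some compounds past the cut are filed as inactive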
CF NFkB inh = blocks PAF-induced NF-kB reporter in cystic fibrosis cells; KKLEB NF-kB-GFP reporter, GFP fluorescence overnight; inhibition, % at 5 µM; 360,000 compounds, 0.86% hits;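 active = at least 50% inhibition at 5 µM, scaled per plate between neutral and stimulator controls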;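 also: PAF is a Pseudomonas aeruginosa culture filtrate used as stimulus; plate controls were PAF-stimulated DMSO wells for no effect and unstimulated DMSO wells for full effect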
TWEAK-Fn14 inh = TWEAK-Fn14 signaling inhibition; inhibition, % at 10 µM; TWEAK-stimulated Fn14 reporter cells, luciferase luminescence, 8 h; AID 1159606; 360,000 compounds, 2% hits; in the data active = inhibition above about 50%
* marks the source's active call; other numbers are inactive results; / = no result given. This is a subset; count on the stated rates, not on these rows.

SMILES | TROY NFkB inh | KKLEB cytotox | NR2F2 inh | SRC1 inh | EBV LMP1 NFkB | SRC3 inh | C8 TRAIL sens | LRH-1 inv ag | Shn3 inh set2 | CF NFkB inh | TWEAK-Fn14 inh
Clc1ccc(OCCSc2ncccn2)c(Br)c1 | -5 | -5 | -46 | -110 | -39 | -82 | 21 | -155 | -78 | -3 | -33
O=C(NCc1ccccc1)C1CCCN(C(=O)Nc2ccccc2)C1 (stereo not drawn) | -39 | 12 | 1 | -25 | -16 | -1 | 3 | -44 | 4 | -10 | 8
C=C(C)C(=O)Nc1cccnc1Oc1ccc(F)cc1 | -13 | -6 | 3 | 4 | -4 | 13 | -6 | 7 | -2 | 2 | -8
O=C(Nc1cccnc1Cl)c1ccc(Cl)c([N+](=O)[O-])c1 | 22 | 6 | -5 | -2 | -10 | 3 | -3 | -2 | 10 | 11 | 10
O=C(Nc1nnc(-c2cccnc2)o1)c1cccc(Cl)c1 | -13 | -1 | 2 | -10 | -5 | 18 | 0 | -13 | 2 | 2 | 1
COc1ccc(CCN(Cc2ccccn2)C(=S)Nc2cccc(SC)c2)cc1OC | -15 | 6 | -4 | -18 | 6 | 6 | -2 | 11 | 0 | 14 | 4
CC(C)C[C@H](NC(=O)c1[nH]cnc1C(=O)Nc1ccc(CNC(=O)OC(C)(C)C)cc1)C(=O)OCc1ccccc1 | 28 | 14 | -9 | -3 | -6 | 13 | 48 | -11 | -2 | -39 | 22
Cc1ccc(S(=O)(=O)CCC(=O)NC2CCCCC2)cc1 | -8 | 3 | 11 | -11 | 1 | 1 | -8 | 6 | 9 | 9 | 5
CC1CCCCC1N(C)C1CCN(C(=O)CNC(=O)/C=C/c2cccc(Cl)c2)CC1 (stereo not drawn) | -7 | -5 | 4 | 11 | -6 | -4 | 31 | -28 | 18 | 0 | -9
CC(C)(C)NC(=O)N1CCN(c2ncccc2C(F)(F)F)CC1 | 11 | -6 | 17 | 9 | 7 | 25 | 12 | -6 | 2 | 2 | 8
CCn1c(SCc2ccc(C)cc2)nnc1C1CCN(S(=O)(=O)c2ccc(OC)cc2)CC1 | 22 | 4 | 13 | -1 | -11 | -21 | -2 | 9 | 45 | 1 | -8
CN(CC(=O)Nc1ccc(Br)cc1)Cc1ccccc1 | -17 | 7 | 9 | -60 | -6 | -27 | -13 | 8 | 1 | -22 | -31
O=S(=O)(c1ccc(S(=O)(=O)N2CCCN(Cc3ccccc3)C2)cc1)N1CCCCCC1 | 21 | 10 | 15 | 8 | -7 | -13 | 7 | 17 | 26 | -2 | -14
COc1ccc(-c2noc(N3CCC(C(=O)Nc4ccccc4Cl)CC3)n2)cc1 | -1 | -24 | 13 | 13 | 7 | 3 | 19 | -9 | 16 | 14 | 15
O=C(COc1ccc(/C=N/NC(=O)c2ccccc2O)cc1)Nc1ccccc1 | -39 | -7 | -16 | -24 | -9 | -31 | 10 | 1 | -21 | -6 | -20
COCCNC(=O)C1=C(N)C(C(=O)Nc2ccc(C)c(S(=O)(=O)N3CCCCC3)c2)SC1=Nc1ccc(C)cc1C (stereo not drawn) | 4 | 5 | / | 7 | -3 | 16 | 0 | 4 | -6 | -27 | -5
O=C1CC(c2ccc(F)cc2)Cc2nc(NCC3CCCO3)ncc21 (stereo not drawn) | -11 | 9 | 5 | -18 | 2 | 17 | 23 | 4 | 19 | 8 | -1
COc1ccc(CC(=O)Nc2cc(S(=O)(=O)N3CCOCC3)ccc2N2CCCC2)c(OC)c1 | 2 | 2 | 11 | 4 | -1 | 3 | 1 | 14 | -27 | 6 | -18
Cc1ccc(-c2csc(NS(=O)(=O)c3cccc(F)c3)n2)o1 | 2 | 27 | -1 | 4 | 5 | 15 | 4 | 13 | -10 | 2 | 7
CCOC(=O)N1CCN(C(=O)/C=C/c2ccc([N+](=O)[O-])cc2)CC1 | -9 | 2 | 3 | -28 | 13 | 1 | 0 | 21 | -2 | -10 | 4
CC(=O)N1CCN=C1SCc1cccc(C(F)(F)F)c1 | -6 | -7 | 0 | -2 | -4 | 5 | -1 | -5 | -20 | 11 | -13
CCC(CC)C(=O)c1c[nH]c(C(=O)N2CCN(c3ccccc3F)CC2)c1 | 14 | -5 | -8 | 0 | -2 | 19 | -8 | 10 | 14 | -7 | 18
O=[N+]([O-])c1ccccc1N(CC1CO1)S(=O)(=O)c1ccccc1 (stereo not drawn) | -21 | 5 | 1 | 6 | -4 | 2 | -2 | -11 | -11 | -4 | 17
O=C1c2ccccc2C(=O)C12OC2c1ccc(Cl)cc1Cl (stereo not drawn) | 21 | -68* | -1 | 1 | 8 | 9 | 25 | 7 | 95* | 96* | 72*
COc1ccc(NC(=S)/N=C(\N)Nc2nc(C)c3ccccc3n2)cc1 | -4 | -15 | 3 | 9 | -7 | 9 | 3 | 21 | 2 | -4 | 1

Eight neighbouring records from above:
SMILES | TROY NFkB inh | KKLEB cytotox | NR2F2 inh | SRC1 inh | EBV LMP1 NFkB | SRC3 inh | C8 TRAIL sens | LRH-1 inv ag | Shn3 inh set2 | CF NFkB inh | TWEAK-Fn14 inh
Cc1ccc(S(=O)(=O)CCC(=O)NC2CCCCC2)cc1 | -8 | 3 | 11 | -11 | 1 | 1 | -8 | 6 | 9 | 9 | 5
CC1CCCCC1N(C)C1CCN(C(=O)CNC(=O)/C=C/c2cccc(Cl)c2)CC1 (stereo not drawn) | -7 | -5 | 4 | 11 | -6 | -4 | 31 | -28 | 18 | 0 | -9
CC(C)(C)NC(=O)N1CCN(c2ncccc2C(F)(F)F)CC1 | 11 | -6 | 17 | 9 | 7 | 25 | 12 | -6 | 2 | 2 | 8
CCn1c(SCc2ccc(C)cc2)nnc1C1CCN(S(=O)(=O)c2ccc(OC)cc2)CC1 | 22 | 4 | 13 | -1 | -11 | -21 | -2 | 9 | 45 | 1 | -8
CN(CC(=O)Nc1ccc(Br)cc1)Cc1ccccc1 | -17 | 7 | 9 | -60 | -6 | -27 | -13 | 8 | 1 | -22 | -31
O=S(=O)(c1ccc(S(=O)(=O)N2CCCN(Cc3ccccc3)C2)cc1)N1CCCCCC1 | 21 | 10 | 15 | 8 | -7 | -13 | 7 | 17 | 26 | -2 | -14
COc1ccc(-c2noc(N3CCC(C(=O)Nc4ccccc4Cl)CC3)n2)cc1 | -1 | -24 | 13 | 13 | 7 | 3 | 19 | -9 | 16 | 14 | 15
O=C(COc1ccc(/C=N/NC(=O)c2ccccc2O)cc1)Nc1ccccc1 | -39 | -7 | -16 | -24 | -9 | -31 | 10 | 1 | -21 | -6 | -20

(further entries)
SMILES | TROY NFkB inh | KKLEB cytotox | NR2F2 inh | SRC1 inh | EBV LMP1 NFkB | SRC3 inh | C8 TRAIL sens | LRH-1 inv ag | Shn3 inh set2 | CF NFkB inh | TWEAK-Fn14 inh
Cc1ccc[n+](CC(=O)c2ccc(NC(=O)c3ccccc3)cc2)c1C | -24 | -7 | -7 | 9 | / | 29 | 6 | -2 | / | 4 | -6
Cc1ccccc1NC(=O)C(C)OC(=O)c1ccccc1C(=O)N(C)c1ccccc1 (stereo not drawn) | 4 | 10 | 27 | -22 | -5 | 1 | -21 | -1 | 15 | -9 | 1
CC(=O)Nc1ccc(Br)c(Cl)c1 | 10 | 1 | -4 | 22 | -1 | 12 | -5 | 10 | 2 | 2 | 3
CN(C)c1ccc(-n2cc3c(=O)n(C)c(=O)n(C)c3c2)cc1 | 8 | -2 | -24 | -32 | -30 | -28 | -4 | -63 | -67 | 5 | 7
Cc1c(C(=O)O)sc(S(=O)(=O)N2CCN(C(=O)Cc3ccccc3Cl)CC2)c1C(=O)O | -3 | 12 | 4 | -7 | 3 | 16 | -4 | 14 | 1 | -8 | 4
O=C1CCCC(O)=C1Sc1ccccc1C(=O)O | -3 | 1 | -8 | -5 | -4 | -18 | 1 | -1 | -19 | 1 | -4
CN(C)S(=O)(=O)c1cccc(C(=O)Nc2cc(Cl)ccc2O)c1 | -18 | -12 | 2 | -45 | 2 | -38 | 12 | -6 | -24 | 2 | -26
COc1ccc(NC(=O)CSc2nnc(Cn3c(=O)sc4ccccc43)n2C)c(OC)c1 | -18 | -6 | 13 | 4 | 10 | 17 | -11 | 9 | 20 | 38 | 13
CCOC(=O)CNC(=O)C1(/C=C/c2ccccc2)CC(=O)N1c1ccc(OC)cc1 (stereo not drawn) | 8 | 8 | 18 | 2 | -17 | -2 | -4 | 6 | -6 | -8 | 7
S=c1nc[nH]c2c1[nH]c1ccccc12 | -11 | 0 | -23 | -8 | 4 | 12 | 10 | 8 | -1 | 5 | 8
S=C(Nc1ccc(Cl)cc1)N1CCOCC1 | 11 | -4 | -19 | -16 | 5 | 13 | 11 | -5 | 5 | -5 | -20
CCC1CCCCN1CC(=O)Nc1cc(OC)c(OC)cc1C#N (stereo not drawn) | 11 | 0 | -2 | 1 | 11 | 15 | 2 | 13 | 5 | 7 | 12
CC(=O)c1ccc(N2C(=NC(=O)CCC3CCCC3)SC3CS(=O)(=O)CC32)cc1 (stereo not drawn) | -7 | -1 | -3 | -15 | 1 | -3 | -12 | -19 | -8 | -12 | -21
COc1ccc(S(=O)(=O)N(CC(=O)N/N=C/c2cccs2)c2cc(C)cc(C)c2)cc1OC | -14 | 4 | 11 | 1 | 8 | 9 | -1 | 1 | 22 | 16 | 18
Cc1ccccc1C(=O)N(Cc1nc2ccccc2c(=O)[nH]1)C1CCCC1 | 10 | 1 | 6 | -1 | -3 | 11 | -1 | 10 | -1 | 15 | 14
CCOc1ccc(OCC)c(S(=O)(=O)N2CCC(C)CC2)c1 | -41 | 2 | 14 | 3 | -3 | -3 | 4 | -19 | 4 | 19 | 4
O=C(Nc1ccc(NC(=O)c2cccs2)c(Cl)c1)c1cccs1 | -26 | 7 | -59 | -22 | -15 | -60 | -13 | -55 | -28 | -23 | -24
COCCNC(=O)c1cc(C)ccc1C | -21 | 7 | -12 | 4 | 9 | -7 | -9 | 1 | -37 | -1 | -1
CC(C)C1=NN(C(=O)c2cccnc2)C(O)(C(F)(F)F)C1 (stereo not drawn) | -13 | 11 | / | 2 | 2 | 20 | -14 | 17 | 20 | -9 | 10
O=C(NNC1=NCCC1)C1CC1 | 28 | 0 | -13 | 3 | -2 | -8 | -4 | -14 | -1 | -15 | 7
Cn1c(SCC(=O)NC2CCCCCC2)nnc1-c1ccco1 | 10 | -11 | -4 | -25 | -7 | 11 | -5 | 11 | -2 | 13 | 9
CC(=O)O[C@]1(C(C)=O)CC[C@H]2[C@@H]3C=C(Cl)C4=CC(=O)CC[C@]4(C)[C@H]3CC[C@@]21C | 2 | 16 | 17 | 12 | 6 | 0 | 4 | 3 | 8 | 40 | -24
O=C1CCC/C(=N\NC(=O)COc2ccc(Cl)cc2)C1 | 6 | 5 | 2 | -7 | 0 | 8 | -4 | 9 | 4 | -4 | 9
